Keap1 Nrf2 FP = Keap1-Nrf2 protein-protein interaction inhibitors, primary screen, biochemical, fluorescence polarization, single point | AID 504523, 2011 | Kelch-like ECH-associated protein 1 (Homo sapiens), Q14145 | 340,000 compounds, 0.15% hits | inhibition, % at 9.4 µM | Keap1 Kelch-Nrf2 peptide fluorescence polarization, 1536-well; in the data active means inhibition above about 12%;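 further: human Keap1 Kelch domain with fluorescein labeled Nrf2 9mer peptide probe; 0% = neutral control wells and 100% = peptide positive control; higher means more block of Keap1 binding to Nrf2 peptide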
Target sequence (Q14145 whole entry, looked up, the tested form may be a part): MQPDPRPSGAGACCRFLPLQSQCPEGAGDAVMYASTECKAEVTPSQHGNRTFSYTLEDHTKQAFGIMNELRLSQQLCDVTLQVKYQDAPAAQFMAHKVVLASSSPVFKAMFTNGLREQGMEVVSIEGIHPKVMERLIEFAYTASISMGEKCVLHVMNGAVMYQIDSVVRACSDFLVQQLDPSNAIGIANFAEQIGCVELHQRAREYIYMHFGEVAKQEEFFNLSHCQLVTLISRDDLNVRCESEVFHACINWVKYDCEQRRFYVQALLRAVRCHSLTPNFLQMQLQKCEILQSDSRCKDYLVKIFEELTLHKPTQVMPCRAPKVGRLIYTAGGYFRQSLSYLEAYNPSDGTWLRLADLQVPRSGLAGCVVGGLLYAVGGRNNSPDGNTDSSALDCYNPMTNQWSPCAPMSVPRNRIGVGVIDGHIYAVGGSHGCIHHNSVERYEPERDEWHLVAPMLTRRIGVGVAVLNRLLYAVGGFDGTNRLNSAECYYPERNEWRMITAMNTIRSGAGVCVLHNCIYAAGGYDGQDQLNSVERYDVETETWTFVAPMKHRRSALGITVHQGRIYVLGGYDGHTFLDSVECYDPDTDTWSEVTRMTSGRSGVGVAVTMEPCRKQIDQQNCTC
CAL PDZ FP-1 = CAL PDZ peptide-binding inhibitors, primary screen, biochemical, fluorescence polarization, Cer-tagged CAL PDZ, HTS. Golgi-associated PDZ and coiled-coil motif-containing protein (Homo sapiens), Q9HD26. purified CAL PDZ, TMR-peptide fluorescence polarization, 1 h. AID 504414, 2011. inhibition, % at 20 µM. 330,000 compounds, 0.02% hits;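 active means highest replicate inhibition of at least 40%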;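 further: plate controls were DMSO neutral control wells for no effect and unlabeled competitor peptide control wells for full effect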
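System: purified tagged CAL PDZ domain construct (CerCALP). Schedule: 1 h incubation at room temperature before polarization reading. Medium: 25 mM sodium phosphate pH 7.4, 150 mM NaCl, TCEP, IgG, Thesit. Read-out: percent inhibition from loss of millipolarization. Measured by: FP readout, S and P plane fluorescence. Probe or stimulus: fluorescent TMR peptide probe.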
cardiac RTF act = cardiac RTF calcium sensitivity activators, primary screen, biochemical, IANBD-TnC fluorescence, EC20 calcium; IANBD-labeled TnC RTF fluorescence at EC20 calcium; 0% EC20 calcium, 100% full calcium; activation, % at 7.2 µM; 340,000 compounds, 0.24% hits; Troponin I, cardiac muscle (Homo sapiens) + Troponin T, cardiac muscle (Homo sapiens) + …;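 active means activation above the mean over all tested compounds plus 3 SD, cut at about 30% in these data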;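 further: rise in fluorescence read as greater calcium sensitivity of cardiac thin filaments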
DAGLB inhibitor = DAGLB lipase inhibitors, primary screen, biochemical, fluorescence, HTS; HEK293T DAGLB membrane lysate, EnzChek fluorogenic substrate; inhibition, % at 5.17 µM; 340,000 compounds, 0.059% hits; in the data active means inhibition above about 34%;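 further: 0% = enzyme with vehicle and 100% = wells lacking enzyme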
C-LANA FP = inhibitors of KSHV C-LANA binding to DNA, primary screen, biochemical, fluorescence polarization, FAM-LBS DNA, MBP-C-LANA, single point | Kaposi's sarcoma herpesvirus LANA C-terminal domain (residues 932-1162) DNA binding | inhibition, % at 9 µM | 340,000 compounds, 0.078% hits;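 active means highest replicate inhibition at or above 60% at 9 µM, even if other replicates fall short; inactive means all replicates below 60% inhibition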;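 further: 0% = neutral control wells and 100% = 4 µM acridine orange control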
PKA-R2B act = activators of PKA-R2B holoenzyme, primary screen, biochemical, fluorescence polarization, Cy5-IP20, human. 340,000 compounds, 0.079% hits. PKA-R2B holoenzyme dissociation; R2B truncated from residue 108, S112A mutant; 0% DMSO only, 100% 113 µM cGMP. activation, % at 11.4 µM;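 active means activation above a cutoff set at the mean over all compounds plus 3 SD, cut at about 18% in these data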;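 further: higher means more holoenzyme dissociation and a rise in polarization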
Target sequence (P31323 whole entry, looked up, other chains not shown, the tested form may be a part): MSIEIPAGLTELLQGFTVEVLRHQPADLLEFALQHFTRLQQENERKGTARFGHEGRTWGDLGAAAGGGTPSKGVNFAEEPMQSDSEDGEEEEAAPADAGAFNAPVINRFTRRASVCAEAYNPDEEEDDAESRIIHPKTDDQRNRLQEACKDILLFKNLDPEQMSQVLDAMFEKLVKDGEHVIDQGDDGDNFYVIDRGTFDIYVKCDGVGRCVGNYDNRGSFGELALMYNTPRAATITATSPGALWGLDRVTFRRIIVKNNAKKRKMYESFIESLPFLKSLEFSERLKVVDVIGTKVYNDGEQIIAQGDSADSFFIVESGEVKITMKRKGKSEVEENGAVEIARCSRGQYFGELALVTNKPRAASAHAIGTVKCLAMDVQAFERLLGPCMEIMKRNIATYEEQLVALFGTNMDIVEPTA
Rtt109 HAT inh = inhibitors of C. albicans Rtt109/Vps75 HAT, primary screen, biochemical, ThioGlo CoA-SH fluorescence, plate reader; Histone acetyltransferase RTT109 (Candida albicans (strain SC5314 / ATCC MYA-2876)), …; purified Rtt109/Vps75, 4 h; inhibition, % at 34.9 µM; 330,000 compounds, 0.16% hits; AID 540336, 2011;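 active means inhibition of at least 50% in every replicate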
RTF Ca sens inh = cardiac RTF calcium sensitivity inhibitors, primary screen, biochemical, IANBD-TnC fluorescence, EC70 calcium; 340,000 compounds, 0.12% hits; IANBD-labeled cardiac RTF, Ca2+ fluorescence; AID 493244, 2011; inhibition, % at 7.15 µM;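 active means inhibition above the mean inhibition of all tested compounds plus 3 SD, cut at about 17% in these data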;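 further: assay run at fixed EC70 calcium of 1.6 mM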
CAL PDZ FP-2 = untagged CAL PDZ binding inhibitors, primary screen, biochemical, fluorescence polarization, HTS | AID 602252, 2012 | inhibition, % at 24.9 µM | 300,000 compounds, 0.92% hits | Golgi-associated PDZ and coiled-coil motif-containing protein (Homo sapiens), Q9HD26 | purified CAL PDZ, TMR-peptide fluorescence polarization, 1 h;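 active means mean inhibition of at least 30% with at least half of replicates also reaching 30%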;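 further: 0% = DMSO neutral control and 100% = excess unlabeled competitor peptide PRC23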
SR-BI DiI-HDL act = activators of SR-BI mediated DiI-HDL uptake, primary screen, ldlA[mSR-BI] CHO cells, DiI fluorescence; 3 h; 100 = double the neutral-control signal; activation, % at 12.5 µM; 320,000 compounds, 0.096% hits; AID 504775, 2011;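 active means mean replicate activation of at least 60% and every replicate at or above 60%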;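 further: 0% = median plate neutral-control signal and 100% = twice that signal; values of inactives mirror those of a sister screen read the other way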
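Test system: SR-BI-overexpressing, LDLR-lacking CHO cells; Medium: Ham's F12 with 0.5% BSA, HEPES 25 mM, pH 7.4; Schedule: 3 h, 37 °C; Technique: bottom-read fluorescence, 550/595 nm.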
* = called active by the depositor.

How did COC(=O)COc1ccc(S(=O)(=O)N2CCN(c3ccccc3)CC2)cc1 do in these assays?
Keap1 Nrf2 FP: -3; CAL PDZ FP-1: -0.5; cardiac RTF act: 2; DAGLB inhibitor: 17; C-LANA FP: 1.2; PKA-R2B act: -11; Rtt109 HAT inh: 5; RTF Ca sens inh: -12; CAL PDZ FP-2: -3; SR-BI DiI-HDL act: 17

Results for CCN(CC(=O)Nc1ccc(C(=O)Nc2ccc(OC)cc2)cc1)Cc1nc2ccccc2c(=O)[nH]1 ?
Keap1 Nrf2 FP: -10; CAL PDZ FP-1: -0.1; cardiac RTF act: 1; DAGLB inhibitor: -3; C-LANA FP: -0.2; PKA-R2B act: 3; Rtt109 HAT inh: 4; RTF Ca sens inh: -14; CAL PDZ FP-2: -2

Results for CC(=O)Nc1ccc(N2C(=O)CSC2c2cccc([N+](=O)[O-])c2)cc1 (stereo not drawn) ?
Keap1 Nrf2 FP: 2; CAL PDZ FP-1: 0.4; cardiac RTF act: 1; DAGLB inhibitor: 0; C-LANA FP: -1.0; PKA-R2B act: -4; Rtt109 HAT inh: -34; RTF Ca sens inh: -10; CAL PDZ FP-2: 8; SR-BI DiI-HDL act: -15

What do the screens show for `O=C(Nc1nnc(CCN2CCCCC2)s1)c1ccccc1`?
Keap1 Nrf2 FP: -4; CAL PDZ FP-1: -1.8; cardiac RTF act: 0; DAGLB inhibitor: -2; C-LANA FP: 1.1; PKA-R2B act: 0; Rtt109 HAT inh: 2; RTF Ca sens inh: 0; CAL PDZ FP-2: 0; SR-BI DiI-HDL act: 24

How did CCC1=NN2C(=N)/C(=C\c3ccc(SCc4ccco4)o3)C(=O)N=C2S1 do in these assays?
Keap1 Nrf2 FP: -7; CAL PDZ FP-1: -1.4; cardiac RTF act: 11; DAGLB inhibitor: 9; C-LANA FP: 10; PKA-R2B act: 5; Rtt109 HAT inh: 0; RTF Ca sens inh: -27; CAL PDZ FP-2: -5; SR-BI DiI-HDL act: 6

Results for COc1ccc(NC(=O)c2ccc3c(c2)C(=O)N(CC2CCCO2)C3=O)c(OC)c1 (stereo not drawn) ?
Keap1 Nrf2 FP: 1; CAL PDZ FP-1: -2.0; cardiac RTF act: -1; DAGLB inhibitor: 0; C-LANA FP: -1.7; PKA-R2B act: -2; Rtt109 HAT inh: 8; RTF Ca sens inh: 3; CAL PDZ FP-2: -1; SR-BI DiI-HDL act: -32

Results for O=C(COC(=O)C12CC3CC(CC(O)(C3)C1)C2)Nc1ccccc1OC(F)F ?
Keap1 Nrf2 FP: -5; CAL PDZ FP-1: 0.2; cardiac RTF act: 6; DAGLB inhibitor: 0; C-LANA FP: 0.0; PKA-R2B act: 1; Rtt109 HAT inh: -1; RTF Ca sens inh: -2; CAL PDZ FP-2: -2; SR-BI DiI-HDL act: -39

Results for O=C(NCC(c1ccco1)N1CCN(c2ccccc2)CC1)c1ccc2c(c1)OCO2 (stereo not drawn) ?
Keap1 Nrf2 FP: 0; CAL PDZ FP-1: -1.7; cardiac RTF act: -2; DAGLB inhibitor: -1; C-LANA FP: -0.5; PKA-R2B act: -9; Rtt109 HAT inh: -14; RTF Ca sens inh: -11; CAL PDZ FP-2: -3; SR-BI DiI-HDL act: -13

What do the screens show for `CC1=NN(C(=O)c2ccccc2)C(O)(c2ccc(Br)cc2)C1` (stereo not drawn)?
Keap1 Nrf2 FP: -1; CAL PDZ FP-1: 0.0; cardiac RTF act: 0; DAGLB inhibitor: -1; C-LANA FP: -0.7; PKA-R2B act: -6; Rtt109 HAT inh: 1; RTF Ca sens inh: -8; CAL PDZ FP-2: 4; SR-BI DiI-HDL act: -94

How did Cc1ccc(-n2c(N)c(C#N)c(-c3ccccc3)c(C#N)c2=O)cc1 do in these assays?
Keap1 Nrf2 FP: -6; CAL PDZ FP-1: -1.2; cardiac RTF act: 0; DAGLB inhibitor: 0; C-LANA FP: -1.2; PKA-R2B act: -1; Rtt109 HAT inh: -3; RTF Ca sens inh: 3; CAL PDZ FP-2: -2; SR-BI DiI-HDL act: -3

What do the screens show for `CCOC(=O)c1ccc(N2C(=O)C3ON(c4ccccc4)C(c4ccco4)C3C2=O)cc1` (stereo not drawn)?
Keap1 Nrf2 FP: -6; CAL PDZ FP-1: -1.7; cardiac RTF act: -3; DAGLB inhibitor: -1; C-LANA FP: 1.3; PKA-R2B act: -3; Rtt109 HAT inh: -12; RTF Ca sens inh: -6; SR-BI DiI-HDL act: 14

How did CC[C@]12c3[nH]c4ccccc4c3CCN1C(=O)C(CC(=O)NCc1cccc(C(F)(F)F)c1)C[C@@H]2C(=O)N1CCN(C(=O)c2ccco2)CC1 (stereo partly drawn) do in these assays?
Keap1 Nrf2 FP: 2; CAL PDZ FP-1: -0.5; cardiac RTF act: -4; DAGLB inhibitor: 2; C-LANA FP: 1.1; PKA-R2B act: -2; Rtt109 HAT inh: 4; RTF Ca sens inh: -1; CAL PDZ FP-2: -6; SR-BI DiI-HDL act: -2

Next section; the last two above are carried over.
What do the screens show for `CCOC(=O)c1ccc(N2C(=O)C3ON(c4ccccc4)C(c4ccco4)C3C2=O)cc1` (stereo not drawn)?
Keap1 Nrf2 FP: -6; CAL PDZ FP-1: -1.7; cardiac RTF act: -3; DAGLB inhibitor: -1; C-LANA FP: 1.3; PKA-R2B act: -3; Rtt109 HAT inh: -12; RTF Ca sens inh: -6; SR-BI DiI-HDL act: 14

How did CC[C@]12c3[nH]c4ccccc4c3CCN1C(=O)C(CC(=O)NCc1cccc(C(F)(F)F)c1)C[C@@H]2C(=O)N1CCN(C(=O)c2ccco2)CC1 (stereo partly drawn) do in these assays?
Keap1 Nrf2 FP: 2; CAL PDZ FP-1: -0.5; cardiac RTF act: -4; DAGLB inhibitor: 2; C-LANA FP: 1.1; PKA-R2B act: -2; Rtt109 HAT inh: 4; RTF Ca sens inh: -1; CAL PDZ FP-2: -6; SR-BI DiI-HDL act: -2

Results for CN(CC1CCN(CCc2cccc(C(F)(F)F)c2)CC1)C(=O)c1ccc(F)cc1 ?
Keap1 Nrf2 FP: -1; CAL PDZ FP-1: 5.5; cardiac RTF act: -1; DAGLB inhibitor: -1; C-LANA FP: -0.5; PKA-R2B act: -3; Rtt109 HAT inh: 0; RTF Ca sens inh: -7; CAL PDZ FP-2: -1; SR-BI DiI-HDL act: 16

How did Cc1ccc(N(CC(=O)NCC2CCCO2)S(C)(=O)=O)cc1Cl (stereo not drawn) do in these assays?
Keap1 Nrf2 FP: -2; CAL PDZ FP-1: 0.6; cardiac RTF act: -4; DAGLB inhibitor: 2; C-LANA FP: 1.0; PKA-R2B act: -3; Rtt109 HAT inh: -8; RTF Ca sens inh: -2; CAL PDZ FP-2: 0; SR-BI DiI-HDL act: 8

How did O=c1c2ccccc2ncn1-c1ccccc1F do in these assays?
Keap1 Nrf2 FP: -2; CAL PDZ FP-1: -2.2; cardiac RTF act: -4; DAGLB inhibitor: 0; C-LANA FP: 1.0; PKA-R2B act: -1; Rtt109 HAT inh: -2; RTF Ca sens inh: -7; CAL PDZ FP-2: 2; SR-BI DiI-HDL act: 17

Results for COc1ccc(C(C(O)C(=O)c2c[nH]c3ccccc23)N2CCN(c3ccccc3)CC2)cc1 (stereo not drawn) ?
Keap1 Nrf2 FP: 0; CAL PDZ FP-1: -1.1; cardiac RTF act: 2; DAGLB inhibitor: 1; C-LANA FP: -1.1; PKA-R2B act: -14; Rtt109 HAT inh: 16; RTF Ca sens inh: 6; CAL PDZ FP-2: -2; SR-BI DiI-HDL act: 0

Results for CCOC(=O)C(=O)Nc1cc(C)nn1-c1nc2ccccc2[nH]1 ?
Keap1 Nrf2 FP: 4; CAL PDZ FP-1: 0.5; cardiac RTF act: 2; DAGLB inhibitor: 2; C-LANA FP: -1.6; PKA-R2B act: -5; Rtt109 HAT inh: 1; RTF Ca sens inh: -7; CAL PDZ FP-2: -2; SR-BI DiI-HDL act: -8

Results for Nc1ccccc1SC1CC(=O)N(c2ccccc2Cl)C1=O (stereo not drawn) ?
Keap1 Nrf2 FP: -1; CAL PDZ FP-1: -0.8; cardiac RTF act: -3; DAGLB inhibitor: -1; C-LANA FP: 0.3; PKA-R2B act: -1; Rtt109 HAT inh: 0; RTF Ca sens inh: -14; CAL PDZ FP-2: -3; SR-BI DiI-HDL act: 17

Results for Nn1c(SCC(=O)NC2CCCc3ccccc32)nnc1-c1cccs1 (stereo not drawn) ?
Keap1 Nrf2 FP: 0; cardiac RTF act: 5; DAGLB inhibitor: 0; C-LANA FP: -1.6; PKA-R2B act: -2; Rtt109 HAT inh: -3; RTF Ca sens inh: -5; CAL PDZ FP-2: -5; SR-BI DiI-HDL act: -26

How did Cn1c(-c2ccc(F)cc2)cc2onc(-c3ccccc3Cl)c2c1=O do in these assays?
Keap1 Nrf2 FP: -4; CAL PDZ FP-1: 0.4; cardiac RTF act: -6; DAGLB inhibitor: -3; C-LANA FP: -0.8; PKA-R2B act: -9; Rtt109 HAT inh: -3; RTF Ca sens inh: 0; CAL PDZ FP-2: 1; SR-BI DiI-HDL act: 15

What do the screens show for `O=C(NC1CCCCC1)c1ccc(S(=O)(=O)NCc2ccco2)cc1`?
Keap1 Nrf2 FP: -1; CAL PDZ FP-1: -0.6; cardiac RTF act: 4; DAGLB inhibitor: -9; C-LANA FP: -0.1; PKA-R2B act: -1; Rtt109 HAT inh: -7; RTF Ca sens inh: -6; SR-BI DiI-HDL act: 9

How did O=S(=O)(Nc1ccc2ccccc2n1)c1ccccc1Cl do in these assays?
Keap1 Nrf2 FP: -6; CAL PDZ FP-1: -2.6; cardiac RTF act: 0; DAGLB inhibitor: -1; C-LANA FP: -1.4; PKA-R2B act: 6; Rtt109 HAT inh: -6; RTF Ca sens inh: -5; CAL PDZ FP-2: 2; SR-BI DiI-HDL act: 7

What do the screens show for `Cc1no[n+]([O-])c1COc1ccccc1/C=C1\NC(=S)NC1=O`?
Keap1 Nrf2 FP: 1; CAL PDZ FP-1: -2.0; cardiac RTF act: 1; DAGLB inhibitor: -6; C-LANA FP: 0.8; PKA-R2B act: 5; Rtt109 HAT inh: -12; RTF Ca sens inh: -9; CAL PDZ FP-2: 3; SR-BI DiI-HDL act: 0

Screening data from PubChem BioAssay.
